Compound activity from PubChem.
IL1B secr inh – inhibitors of inflammasome signaling (IL-1 beta secretion); actives 4.7% (n = 360,000); AID 743279; THP-1 LPS/ATP IL-1B secretion, AlphaLISA, 16 h; active compounds read low; activity change, % at 57.5 µM; in the data active means activity change below about -50%; inconclusive means mostly about -30% to -49%; further: on the % scale 0 is the no-effect control and ±100 the full control effect
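THP-1 cells pretreated 1 hr with compounds (up to 57.5 uM final), then stimulated with LPS (250 ng/mL final) plus ATP (1.25 mM final); secreted IL-1B measured by AlphaLISA after 16 hr, decreased signal indicating inhibition.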
SW480 rereplic – inducers of DNA re-replication in SW480 colon cancer cells; actives 1.8% (n = 340,000); Potency, µM (doses to about 46.1 µM), without a hit: top-dose re-replication activation, hits mostly activators; SW480 DNA re-replication, Hoechst DNA content imaging, 48 h; further: potency means the concentration at half of the fitted maximal effect; % of control where 0% means no effect; nearly all actives have a fitted effect of over 55% in size
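First, 250 cells per well were seeded. Next, compound or vehicle (23 nL) was pinned in, plates sat 48 hr at 37 C. Finally Hoechst was added for 40 min before fluorescence scanning.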
KB-3-1 tox – kills parental KB-3-1 adenocarcinoma cells. actives 1.4% (n = 400,000). Potency, µM (titrated, usually from 46.1 µM), inactives show top-dose activity change, negative = cytotoxic, hits mostly cytotoxic. KB-3-1 viability, CellTiter-Glo ATP luminescence, 72 h. AID 1347075; further: potency means the concentration at half of the fitted maximal effect; on the % scale 0 is the no-effect control and ±100 the full control effect; nearly all actives have a fitted effect of over 60% in size
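Screening of KB-3-1 cells (DMEM, 10% FBS, phenol-red free) ran from lowest to highest compound concentration; after 72 h at 37 °C viability was read luminescently and curves fitted.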
WRN helicase inh – blocks human WRN helicase; AID 651768; WRN helicase unwinding, fluorescent forked duplex, kinetic; Potency, µM (doses to about 114 µM), without a hit: at the highest dose activity change, negative = inhibition, actives largely listed as inhibitors; actives 0.46% (n = 360,000); Q14191; further: potency means the concentration at half of the fitted maximal effect; on the % scale 0 is the no-effect control and ±100 the full control effect; nearly all actives have a fitted effect of over 55% in size
Target sequence (Q14191 whole entry, looked up): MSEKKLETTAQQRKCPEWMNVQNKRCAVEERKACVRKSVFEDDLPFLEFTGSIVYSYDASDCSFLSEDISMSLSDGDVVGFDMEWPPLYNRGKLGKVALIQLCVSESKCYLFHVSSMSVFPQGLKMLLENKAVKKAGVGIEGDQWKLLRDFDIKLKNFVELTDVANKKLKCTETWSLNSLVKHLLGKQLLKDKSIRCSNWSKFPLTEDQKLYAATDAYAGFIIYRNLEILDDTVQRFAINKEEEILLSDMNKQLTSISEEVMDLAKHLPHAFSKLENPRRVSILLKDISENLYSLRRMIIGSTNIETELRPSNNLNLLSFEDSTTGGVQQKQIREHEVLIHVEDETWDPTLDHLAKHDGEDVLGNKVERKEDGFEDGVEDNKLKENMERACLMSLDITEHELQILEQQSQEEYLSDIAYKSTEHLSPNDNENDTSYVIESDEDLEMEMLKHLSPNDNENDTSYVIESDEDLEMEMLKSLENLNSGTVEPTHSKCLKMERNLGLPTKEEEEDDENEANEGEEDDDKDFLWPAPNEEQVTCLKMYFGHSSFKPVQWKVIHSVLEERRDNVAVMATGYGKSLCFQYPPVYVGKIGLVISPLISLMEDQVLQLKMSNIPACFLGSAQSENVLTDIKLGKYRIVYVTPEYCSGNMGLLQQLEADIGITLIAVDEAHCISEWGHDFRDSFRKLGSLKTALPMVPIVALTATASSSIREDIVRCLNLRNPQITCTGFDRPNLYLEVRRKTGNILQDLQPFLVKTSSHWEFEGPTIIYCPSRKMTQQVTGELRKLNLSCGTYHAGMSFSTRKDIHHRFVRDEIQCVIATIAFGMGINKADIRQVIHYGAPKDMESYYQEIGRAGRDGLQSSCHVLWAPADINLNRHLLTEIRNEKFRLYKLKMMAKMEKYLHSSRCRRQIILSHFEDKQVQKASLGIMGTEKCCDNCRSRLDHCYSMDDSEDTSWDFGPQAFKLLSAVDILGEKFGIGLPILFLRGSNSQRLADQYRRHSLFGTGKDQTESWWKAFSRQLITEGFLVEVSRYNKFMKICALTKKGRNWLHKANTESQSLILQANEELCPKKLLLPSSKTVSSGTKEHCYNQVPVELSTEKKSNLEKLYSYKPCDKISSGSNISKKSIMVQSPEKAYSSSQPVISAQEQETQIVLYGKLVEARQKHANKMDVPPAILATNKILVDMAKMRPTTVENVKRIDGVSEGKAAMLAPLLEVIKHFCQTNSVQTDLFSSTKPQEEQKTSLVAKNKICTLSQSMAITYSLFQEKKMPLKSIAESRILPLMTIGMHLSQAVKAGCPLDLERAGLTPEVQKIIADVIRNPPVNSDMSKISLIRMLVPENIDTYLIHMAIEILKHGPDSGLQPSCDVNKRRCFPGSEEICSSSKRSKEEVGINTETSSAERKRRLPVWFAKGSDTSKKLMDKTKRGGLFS
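WRN at 20 nM final preincubated with compound 15 min at room temperature; reaction started with 100 nM fluorophore/quencher forked duplex oligonucleotide and 2 mM ATP final. Unwinding followed kinetically by red fluorescence (ex 525, em 598 nm).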
HT1080 IDH1KD tx – HT-1080 IDH1 knockdown cell toxicity (counter line). HT-1080 IDH1 knockdown viability, ATP luminescence, 48 h. Potency, µM (titrated, usually from 46.1 µM), for inactives: at the highest dose activity, negative = toxicity, hits mostly cytotoxic. actives 2% (n = 360,000);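 further: potency means the concentration at half of the fitted maximal effect; 0% = DMSO wells and -100% = cell-free medium wells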
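% activity derives from luminescence (CellTiter-Glo), normalised to DMSO and no-cell wells. HT-1080-IDH1KD cells, 750/well, had 48 h compound exposure at 37 °C.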
MCF10A rereplic – induces DNA re-replication in MCF 10a normal breast cells | AID 624296 | actives 2.9% (n = 350,000) | Potency, µM (titrated, usually from 46.1 µM), without a hit: top-dose activity, positive = re-replication, actives largely listed as activators | MCF 10A DNA re-replication, Hoechst nuclear intensity, 48 h; further: potency means the concentration at half of the fitted maximal effect; % of control where 0% means no effect; nearly all actives have a fitted effect of over 50% in size
KB-V1 cytotox – KB-V1 MDR subline cytotoxicity. AID 1347076. Potency, µM (top dose mostly 46.1 µM), for the others: top-dose activity change, negative = cytotoxicity, actives largely listed as cytotoxic. actives 3.4% (n = 400,000). KB-V1 MDR cells viability, CellTiter-Glo, 72 h; further: potency means the concentration at half of the fitted maximal effect; on the % scale 0 is the no-effect control and ±100 the full control effect; nearly all actives have a fitted effect of over 60% in size
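KB-V1 cells (P-gp-expressing MDR subline of KB-3-1) in phenol-red-free DMEM with 10% FBS were exposed to library compounds over a concentration series for 72 h at 37 degrees C. Viability read by CellTiter-Glo luminescence; concentration-effect curves fitted after normalization.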
HT1080NT lethal – kills 2HG-producing HT-1080-NT fibrosarcoma cells. actives 1.6% (n = 360,000). HT-1080-NT fibrosarcoma viability, CellTiter-Glo ATP luminescence, 48 h. Potency, µM (titrated, usually from 46.1 µM), for inactives: at the top dose activity, negative = less viability, actives largely listed as cytotoxic;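 further: NT is the 2HG producing partner of a matched IDH1 knockdown line; potency means the concentration at half of the fitted maximal effect; 0% = DMSO-treated cells and -100% = media-only wells without cells; nearly all actives have a fitted effect of over 55% in size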
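750 cells/well, RPMI + 5% FBS; 2 h settle, compound pin-transfer, 48 h at 37 degrees C. CellTiter-Glo 10 min RT, luminescence. Normalized to DMSO and media-only wells.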
ATXN2 expr inh – reduces ATXN2 reporter expression in HEK-293 cells; HEK-293 ATXN2-luciferase reporter, luminescence, 24 h; Potency, µM (doses to about 57 µM), without a hit: top-dose activity change, negative = inhibition, most hits filed as inhibitors; actives 0.72% (n = 360,000); further: potency means the concentration at half of the fitted maximal effect; on the % scale 0 is the no-effect control and ±100 the full control effect; nearly all actives have a fitted effect of over 55% in size
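ATXN2-luciferase reporter cells (luciferase flanked by upstream and downstream ATXN2 gene portions) were treated 24 h at 37 °C with compounds at up to 57 uM. SteadyGlo luminescence gave expression; GF-AFC fluorescence gave viability.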
An asterisk follows results filed as active; i = inactive; ? = inconclusive; nt = not tested or not shown; & = joins results of further samples; [ ] = dose if it differs, or a comment. Unless noted, the call rests on the fitted dose curve; in most records, active means well fitted curve in the direction sought with a large enough effect; inconclusive means small, poorly fitted or top-dose-only effect, or another doubt; inactive means no such curve, though single readings can be large; an effect the other way counts as inactive or inconclusive. Compounds as they come. About 12% of those tested had a hit in this group.

No.	structure	IL1B secr inh	SW480 rereplic	KB-3-1 tox	WRN helicase inh	HT1080 IDH1KD tx	MCF10A rereplic	KB-V1 cytotox	HT1080NT lethal	ATXN2 expr inh
1	Cc1cc(C(=O)Nc2ccc3c(c2)OCCO3)co1	-10	-5%	-2%	4%	3%	12%	?	5%	0%
2	COc1cc(C)ccc1OCC(=O)OCC(=O)NCC1CCCCC1	-6	0%	6%	1%	13%	-6%	?	7%	11%
3	COC(=O)c1c(C)oc(C)c1S(=O)(=O)N1CCCCC1	8	-13%	8%	-30%	15%	7%	?	19%	-10%
4	Cc1ccc(NC(=O)NCC(c2ccccc2)N(C)C)cc1 (stereo not drawn)	-4	-10%	12%	16%	12%	3%	4%	17%	37%
5	CCOC(=O)c1ccc(-n2cncn2)nc1	-21	-2%	-1%	-7%	19%	8%	13%	29%	10%
6	Cc1nc2c(C)cccn2c1/C(O)=C1\C(=O)C(=O)N(CCN(C)C)C1c1ccccc1 (stereo not drawn)	10	-20%	15%	-26%	14%	-1%	10%	14%	1%
7	Cn1nc(C(=O)NNC(=O)COc2ccccc2)c2ccccc2c1=O	21	0%	17%	3%	10%	5%	16%	0%	5%
8	CCCCn1c(=S)[nH]c2ccccc2c1=O	12	-4%	1%	-19%[57.1 µM]	5%	10%	-8%	1%	-5%
9	O=C(O)c1cccc2c1-c1ccccc1/C2=N\Nc1ccccc1	45	-6%	-1%	-19%	-12%	7%	8%	-29%	14%
10	CCS(=O)(=O)Nc1ccc(C2=NN(C(=O)c3ccco3)C(c3cccs3)C2)cc1 (stereo not drawn)	i	-5%	?	-15%	-14%	?	?	-17%	-14%
11	CC(C)(C)NC(=O)c1ccc(COc2ccccc2Br)o1	0	7%	6%	-3%	-27%	1%	?	-14%	1%
12	O=S(=O)(c1ccc(F)cc1)N1CCCC1	13	-22%	-2%	?	8%	4%	-9%	0%	0%
13	CCCN1CCC(NC(=O)CC2C(=O)NCCN2Cc2cccc(OC)c2)CC1 (stereo not drawn)	12	-14%	-4%	-3%	12%	-6%	4%	0%	4%
14	CNC(=O)C(=O)NCC1OCCCN1S(=O)(=O)c1ccc(F)cc1C (stereo not drawn)	i	-22%	16%	-10%	0%	2%	-15%	-5%	2%
15	O=C(CSc1nnc(-c2cccnc2)s1)Nc1ccccc1	1	?	-7%	8%	11%	0%	-14%	-1%	-7%
16	O=C(NCCc1ccccc1)c1cnc2ccccn2c1=O	-5	1%	-2%	-3%	11%	0%	-8%	6%	-19%
17	CC(C)c1ccc(N(C(=O)c2csnn2)C(C(=O)NC(C)(C)C)c2cccnc2)cc1 (stereo not drawn)	2	-3%	6%	-5%	-1%	-3%	11%	-13%	nt
18	CC(=O)Nc1cc(-c2ccc(N3CCN(C)CC3)cc2)cn2c(-c3ccccc3)cnc12	nt	nt	0%	-34%	21µM*	nt	-15%	?	?
19	NS(=O)(=O)c1ccc(CNC(=S)NC2CCCCC2)cc1	4	4%	-15%	-1%	1%	?	?	-6%	nt
20	COc1cc(OC)c(C(=O)N(CCc2ccccc2)Cc2ccccc2)cc1OC	-19	2%	nt	-19%	-2%	0%	nt	5%	-10%
21	Cc1ccc(CN2C(=O)CCC2C(=O)NCc2ccccc2Cl)cc1 (stereo not drawn)	10	-10%	17%	-5%	0%	-1%	-29%	0%	nt
22	Cc1cc(/C=c2\sc3nc4ccccc4n3c2=O)c(C)n1-c1ccc(C(=O)O)cc1	0	-1%	?	?	27%	?	?	4%	6%
23	O=C(Nc1ccccc1)c1ccc2c(c1)CCN2S(=O)(=O)c1ccccc1	-22	21%	?	-3%	-8%	5%	-3%	0%	nt
24	O=C(COc1ccc(Cl)cc1)N1CCN(S(=O)(=O)c2ccc(Cl)cc2)CC1	-9	22%	4%	-11%	-3%	-4%	-12%	-20%	-17%
25	Clc1ccc(C=Cc2ccccn2)cc1	-3	-6%	0%	-2%	0%	0%	6%	-7%	61%[activator]
26	CC(C)CCn1c(CN2CCN(Cc3ccccc3)CC2)nc2c1c(=O)[nH]c(=O)n2C	-5	-7%	-2%	12%	-5%	6%	?	5%	-3%
27	OC(CSc1c(Cl)cccc1Cl)CN1CCN(c2ccccc2F)CC1 (stereo not drawn)	12	12%	?	-12%	-29%	?	-22%	-8%	-13%
28	O=C(Nc1ccc2nc(-c3ccco3)c(-c3ccco3)nc2c1)NC1CC1	-2	?	2%	10µM*	-12%	25%	?	-6%	2%
29	CC(C)C1S/C(=N/N=C/c2ccco2)NC1=O (stereo not drawn)	18	0%	17%	-2%[57.1 µM]	6%[9.24 µM]	9%	16%	?	0%
30	CCCCN(CC)C(=O)c1cc2cc3ccc(OC)cc3nc2o1	?	?	?	-13%	14%	?	?	2%	34%[activator]

Look-ups from the entries so far.
Value for compound 24 under HT1080NT lethal: -20%
Value for compound 6 under HT1080 IDH1KD tx: 14%

New compounds follow:
No.	structure	IL1B secr inh	SW480 rereplic	KB-3-1 tox	WRN helicase inh	HT1080 IDH1KD tx	MCF10A rereplic	KB-V1 cytotox	HT1080NT lethal	ATXN2 expr inh
31	Cc1ccc(S(=O)(=O)N(C)C[C@H]2Oc3cc(C#Cc4ccccc4)ccc3S(=O)(=O)N([C@H](C)CO)C[C@@H]2C)cc1	33	nt	-1%	5%	-3%	nt	13%	0%	-5%
32	Cc1ccc(C)c(S(=O)(=O)N(C)C2CCS(=O)(=O)C2)c1 (stereo not drawn)	5	-41%[inhibitor]	1%	-2%	-2%	?	-20%	1%	-8%
33	CCn1nc(C)c(/C=N/NC(=O)Cn2nnnc2N)c1C	6	1%	4%	-7%	-8%	-3%	13%	1%	-2%
34	CC(C)(C)NC(=O)C(OC(=O)c1cccs1)c1ccc(C#N)cc1 (stereo not drawn)	17	-6%	13%	4%	4%	1%	-12%	6%	2%[11.3 µM]
35	NC(=O)CSc1oc(-c2ccc(F)cc2)nc1S(=O)(=O)c1ccccc1	-3	-13%	10%	-10%	-17%	-1%	0%	-6%	7%
36	Cc1ccc(S(=O)(=O)Nc2cccc(C(=O)NCC(c3ccc(F)cc3)N3CCOCC3)c2)cc1 (stereo not drawn)	3	-13%	10%	-4%	7%	-12%	?	-3%	-11%
37	COc1ccc(C(=O)NCC(=O)N2CCN(C(=O)c3ccco3)CC2)cc1[N+](=O)[O-]	3	4%	1%	5%	1%	2%	3%	-10%	8%
38	N#CC(=C=[N-])c1nc2ccccc2nc1-[n+]1ccccc1	-1&-15	?	-20%&-2%	0%&1%	-5%&6%	0%&-2%	0%&3%	-5%&10%	8%&20%
39	Cc1onc(-c2ccccc2Cl)c1C(=O)Nc1sc2c(c1C(N)=O)CCC(C)C2 (stereo not drawn)	-51*	?	?	-8%	-14%	29%	23µM*	-4%	-34%
40	O=C(Nc1ccccc1)c1cc(C2COCCN2C(=O)c2cccs2)on1 (stereo not drawn)	87	nt	0%	1%	0%	nt	-1%	9%	2%
41	CCn1c(SCc2nc3ccccc3c(=O)[nH]2)nnc1C(C)NC(=O)c1ccccc1F (stereo not drawn)	6	23%	-13%	8%	5%	-9%	14%	-3%	2%
42	CCCN(CC(=O)Nc1ccccc1C)C(=O)c1ccc(N2CCOCC2)c([N+](=O)[O-])c1	-14	1%	1%	3%	4%	-1%	-24%	-5%	7%
43	Cc1cc(C(F)F)n2ncc(C(=O)NCCc3ccccc3Cl)c2n1	?	0%	-10%	1%	-5%	2%	-20%	-4%	-4%
44	O=C(COc1ccc([N+](=O)[O-])cc1Cl)Nc1ccc2[nH]c(=O)[nH]c2c1	-7	-4%	20%	-14%	10%	2%	?	9%	-15%
45	O=C(O)c1cc(-c2ccc(Cl)s2)nc2ccccc12	37	-5%	-28%	-9%	-10%	-2%	-30%	-1%	nt
46	Cc1ccc2oc(C(=O)N(Cc3ccncc3)CC3CCCO3)c(C)c2c1 (stereo not drawn)	2	-3%	-2%	-30%	-7%	?	?	-10%	15%
47	CCOC(=O)C(C)Sc1nc(-c2ccco2)cc(C(F)(F)F)c1C#N (stereo not drawn)	-24	?	-8%	?	?	?	-1%	?	69%[activator]
48	O=C(COc1ccccc1Cl)NNC(=O)c1ccc2c(=O)n3c(nc2c1)CCC3	-25	5%	18%	-1%	0%	2%	?	1%	-7%
49	O=C1CCCN1c1ccc(S(=O)(=O)Oc2cccc(Cl)c2)cc1[N+](=O)[O-]	0	-6%	?	-8%	-9%	3%	?	-18%	1%
50	CC1=C(C(=O)OCC2CCCCC2)C(c2ccc(F)cc2)NC(=O)N1 (stereo not drawn)	0	7%	3%	2%	-9%	-6%	-10%	2%	nt
51	CSc1ncccc1C(=O)N1CCCC(Nc2ccc(F)c(F)c2)C1 (stereo not drawn)	43	nt	-3%	12%	-11%	nt	1%	-4%	nt
52	O=C(O)c1ccc(/C=C/c2nc3sc4c(c3c(=O)[nH]2)CCC4)cc1	26	3%	2%	-36%	1%	?	2%	2%	-16%
53	CCc1ccc(/C=C(\Cl)c2nc3cc(Cl)ccc3c(=O)[nH]2)cc1	-1	7%	3%	1%	23%	-1%	?	17%	-13%
54	Brc1ccc(-c2noc(CCc3ccccc3)n2)cc1	-13	-3%	-9%	1%	11%	11%	-8%	0%	55%[activator]

Two entries from above, in transposed form:
(42) CCCN(CC(=O)Nc1ccccc1C)C(=O)c1ccc(N2CCOCC2)c([N+](=O)[O-])c1
(43) Cc1cc(C(F)F)n2ncc(C(=O)NCCc3ccccc3Cl)c2n1
assay / compound,42,43
IL1B secr inh,-14,?
SW480 rereplic,1%,0%
KB-3-1 tox,1%,-10%
WRN helicase inh,3%,1%
HT1080 IDH1KD tx,4%,-5%
MCF10A rereplic,-1%,2%
KB-V1 cytotox,-24%,-20%
HT1080NT lethal,-5%,-4%
ATXN2 expr inh,7%,-4%
